Source: PubChem (National Center for Advancing Translational Sciences (NCATS))
AMA1-RON2 inh: disrupts binding of P. falciparum AMA1 to RON2. Potency, µM (highest dose often 58.2 µM), for inactives: at the highest dose activity change, negative = inhibition, usual class: inhibitors. 0.2% of 360,000 active. AlphaScreen AMA1-biotinylated RON2 peptide binding;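 also: potency is read from the fitted curve at half-maximal effect; 0% = vehicle wells and -100% = peptide control; nearly all actives have a fitted effect of over 45% in size; some results filed as inactive show a strong effect at the top dose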
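AMA1 (3D7) with his tag at 25 nM final met compounds first, then biotinylated RON2 peptide at 25 nM; detection used donor plus acceptor beads, 10 µg/mL apiece, read by AlphaScreen after 30 min at room temperature.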
Tb PYK inh: blocks Trypanosoma brucei pyruvate kinase | Q57TT1 | TbPYK enzyme, Kinase-Glo Plus ATP luminescence, 45 min | Potency, µM (series often up to 76.8 µM), for the others: at the highest dose activity, negative = inhibition, actives largely listed as inhibitors | 0.12% of 410,000 active; also: potency is read from the fitted curve at half-maximal effect; % is scaled to controls: 0 for no effect and ±100 for the full control effect; nearly all actives have a fitted effect of over 50% in size
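Screened from lowest to highest concentration, compounds were pinned into TbPYK/substrate mixtures, and ADP (130 uM final) was added. Plates sat at room temperature for 45 min prior to Kinase-Glo Plus detection by luminescence.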
Pf growth 48h: inhibits P. falciparum growth in the first generation, 48 h; P. falciparum luciferase growth in erythrocytes, 48 h; Potency, µM (doses to about 28.7 µM), without a hit: top-dose activity change, negative = inhibition, usual class: inhibitors; 5.9% of 310,000 active; also: potency is read from the fitted curve at half-maximal effect; % is scaled to controls: 0 for no effect and ±100 for the full control effect
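A one-generation exposure of luciferase-tagged malaria parasites in RPMI 1640/Albumax erythrocyte culture, 37 C and 5% CO2. Inhibition is inferred from decreased luminescence after adding detection reagent.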
Shiga toxin inh: Shiga toxin inhibition; 9.2% of 290,000 active; inhibition, % at 38.7 µM; Vero cells, Shiga toxin protein synthesis inhibition reporter; in the data active = inhibition mostly above about 28%, no sharp cut-off; inactive = mostly below about 43%; also: 0% is about no effect
Cycloheximide cs: counter-screen for Shiga toxin inhibitors: cycloheximide protein synthesis inhibition. cell reporter, cycloheximide protein synthesis inhibition counterscreen. AID 2314. max response, %. 12% of 300,000 active; in the data active = max response mostly above about 13%, no sharp cut-off; inactive = mostly below about 14%; also: read at 38.3 µM for the half of the compounds with a filed dose; 0% is about no effect
Pf growth 96h: P. falciparum growth inhibition at 96 hours. P. falciparum luciferase reporter growth, 96 h. Potency, µM (doses to about 28.7 µM), for inactives: at the top dose activity change, negative = inhibition, usual class: inhibitors. 6.9% of 320,000 active. AID 504834; also: potency is read from the fitted curve at half-maximal effect; % is scaled to controls: 0 for no effect and ±100 for the full control effect
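Readout is luminescence from an integrated firefly luciferase in P. falciparum. Red cells, 2% hematocrit and 0.05% parasitemia final, were cultured with compound through two parasite generations (96 hours) at 37 C, 5% CO2.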
LmPK inhibitor: inhibitors of Leishmania mexicana pyruvate kinase. purified LmPK, Kinase-Glo ATP luminescence, 1 h. 0.37% of 290,000 active. AID 1721. Potency, µM (titrated, usually from 57.5 µM), without a hit: top-dose activity change, negative = inhibition, actives largely listed as inhibitors; also: potency is read from the fitted curve at half-maximal effect; % is scaled to controls: 0 for no effect and ±100 for the full control effect
Target sequence (Q27686 whole entry, looked up): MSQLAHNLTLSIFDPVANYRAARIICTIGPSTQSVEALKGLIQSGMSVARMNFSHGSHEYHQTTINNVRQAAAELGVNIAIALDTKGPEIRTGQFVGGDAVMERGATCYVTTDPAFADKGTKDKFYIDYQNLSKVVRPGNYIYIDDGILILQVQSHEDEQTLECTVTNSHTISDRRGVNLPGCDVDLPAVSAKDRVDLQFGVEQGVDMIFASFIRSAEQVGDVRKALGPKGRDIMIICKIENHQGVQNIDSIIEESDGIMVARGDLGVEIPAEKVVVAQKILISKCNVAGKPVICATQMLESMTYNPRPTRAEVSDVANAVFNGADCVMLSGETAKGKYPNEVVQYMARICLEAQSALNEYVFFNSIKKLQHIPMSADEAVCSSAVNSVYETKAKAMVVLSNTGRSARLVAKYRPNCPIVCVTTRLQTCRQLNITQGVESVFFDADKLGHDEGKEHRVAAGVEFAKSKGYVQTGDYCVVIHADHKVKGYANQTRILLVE
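Purified LmPK (0.1 nM) converted ADP (0.1 mM) to ATP with PEP (0.5 mM) in imidazole buffer pH 7.2 with KCl and MgCl2, 1 h at room temperature. ATP was read by Kinase-Glo luminescence; data normalized to uninhibited and no-enzyme controls.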
The depositor's hits bear a star; ? = inconclusive; . = no result given; [ ] = remark or other dose. Unless noted, calls follow the shape of the dose curve; as a rule, active = well fitted curve in the direction sought with a large enough effect; inconclusive = small, poorly fitted or top-dose-only effect, or another doubt; inactive = no such curve, though single readings can be large; an effect the other way counts as inactive or inconclusive. Rows were taken by chance; any-hit rate near 21%.

SMILES	AMA1-RON2 inh	Tb PYK inh	Pf growth 48h	Shiga toxin inh	Cycloheximide cs	Pf growth 96h	LmPK inhibitor
O=C(c1ccc(Cl)c(Cl)c1)N1CCC(=O)N(C(COCc2ccccc2)Cc2ccccc2)CC1 (centres undefined)	-10%	-1%	?	1	-3	12µM*	-3%
O=C(NNS(=O)(=O)c1cccc(Cl)c1Cl)c1cccc(S(=O)(=O)N2CCOCC2)c1	8%	-4%	2%	0	-4	16%	-1%
Cc1ccsc1C(=O)OCC(=O)NCc1ccc(Cl)cc1	11%	1%	121%[activator]	.	.	99%[activator]	.
CC(C)OC(=O)CSc1nc(N)c(C#N)c(-c2cccs2)c1C#N	-7%	-5%	?	12	-2	31%[activator]	-1%
CS(=O)(=O)N1CCCC(C(=O)Nc2ccccc2)C1 (centres undefined)	5%	-10%	63%[activator]	.	-1	3%	2%
CC(CC(=O)C1C(C)C=CCC1(C)C)NNC(N)=O (centres undefined)	-3%	0%	12%	2	-2	?	-4%
COc1ccccc1N1C(=O)CC(Sc2ncccc2C(=O)O)C1=O (centres undefined)	9%	-2%	-2%	-3	-2	2%	-4%
CCc1nc2ccccc2c(C(=O)OC2CCCCC2=O)c1C (centres undefined)	-3%	-6%	-20%	-2	9	-17%	2%
CC1=C(c2ccccc2)C(=S)NC(C)(C)C1	-1%	-5%	?	14	1	?	-3%
CCOc1ccc(CCNC(=O)c2nnn(CC(=O)Nc3ccc(OC)c(OC)c3)c2N)cc1OCC	-8%	-19%	?	-2	5	?	0%
CCn1ncc(C2=NOC(C(=O)Nc3c(C)n(C)n(-c4ccccc4)c3=O)C2)c1C (centres undefined)	0%	-2%	.	3	-2	?	-6%
CCC(=NCCCN1CCOCC1)c1c(O)n(-c2ccccc2C)c(=O)[nH]c1=O	6%	-5%	-27%	17	-4	?	1%
CCCC(=O)Nc1nc(-c2ccc3c(c2)OCCO3)cs1	4%	-4%	75%[activator]	93*	40*	97%[activator]	0%
CC(Oc1cccc(Cl)c1)C(=O)NCc1ccc(S(N)(=O)=O)cc1 (centres undefined)	4%	-17%	1%	1	5	?	-2%
Cc1cc(/C=C2\NC(=S)N(C)C2=O)ccc1N1CCCC1	?	-25%	287%[activator]	95*	33*	.	-6%
CCOc1ccccc1C(=O)N1CCC(n2nnc3cc(C)ccc32)CC1	-15%	-3%	?	-11	-7	-17%	-1%
COCC(=O)N(C)c1nnc(-c2ccc([N+](=O)[O-])cc2)s1	19%	-10%	36%[activator]	34	-2	0%	1%
Cc1ccccc1NC(=O)COC(=O)c1ccc(S(C)(=O)=O)c([N+](=O)[O-])c1	15%	-6%	-16%	11	14*	-1%	-2%
O=C(c1ccc(Cl)c(S(=O)(=O)N2CCCCC2)c1)N1CCN(c2ccccc2)CC1	-8%	1%	-22%	17	-1	72%[activator]	-6%
CCn1c(SCC(=O)Nc2ccc(-c3nc4ccc(C)cc4s3)cc2)nnc1-c1ccccc1	.	.	214%[activator]	59*	34*	13µM*	0%
O=C(NNS(=O)(=O)c1ccc(F)cc1)c1sccc1-n1cccc1	-6%	6%	-17%	-13	-3	24%	4%
CC1CCN(c2c(NCC3CCC(C(=O)NCCc4ccc(Cl)cc4)CC3)c(=O)c2=O)CC1 (centres undefined)	-4%	-2%	?	17	-1	?	4%
COc1ccc(S(=O)(=O)N2c3ccccc3OCC2C)cc1 (centres undefined)	-11%	-6%	?	4	-10	?	-2%
COc1ccc(-c2[nH]c(-c3ccccc3)nc2SCC(=O)NCc2ccco2)cc1OC	-2%	-11%	.	-23	-8	1µM*	4%
Cn1cc(C(=O)OCC(=O)NC2CCCC2)c2ccccc21	-13%	-3%	23%	.	.	43%[activator]	.
Cc1ccc(CCN2CC(C(=O)NCCCN3CCOCC3)CC2=O)cc1 (centres undefined)	-2%	3%	14%	-8	-3	8%	3%
CC1CCN(S(=O)(=O)c2nnc(NC(=O)COc3ccccc3)s2)CC1	-14%	1%	7%	-5	-6	?	2%
Oc1ccc(CC2CC3CCN2CC3)cc1O (centres undefined)	-25%	4%	-6%	-24	-5	53%[activator]	4%
COC(=O)C1=C(C)N(CC2CC2)C(=O)N[C@H]1c1ccccc1	9%	0%	.	.	.	.	5%[11.5 µM]
CN(C)CCCNCCNC(=O)/C=N\O	2%	0%	-20%	-15	1	4%	2%
COc1cc(-c2nc(S(=O)(=O)c3ccc(Cl)cc3)c(N3CCOCC3)o2)cc(OC)c1OC	-17%	27%	?	-3	-3	.	-7%
O=C(COc1cccnc1[N+](=O)[O-])NCCc1ccc(Cl)cc1	-3%	0%	2%	-10	8	0%	-12%
Cc1c(C(O)CN2CCN(Cc3ccc4c(c3)OCO4)CC2)c2ccccc2n1C (centres undefined)	-20%	-7%	?	-13	-3	?	5%
CCN(C(=O)CCc1nc(-c2ccc(OC)cc2)no1)c1cc(OC)ccc1OC	4%	-2%	?	-14	0	?	-6%
COc1ccc(C(=O)N2CCCC(CCC(=O)NCc3ccccc3F)C2)c(OC)n1 (centres undefined)	9%	2%	1%	8	23*	?	1%
COc1ccc2nc(NC(=O)C3CCN(S(=O)(=O)c4cnc[nH]4)CC3)sc2c1	-7%	-2%	-27%	-8	-4	2%	-8%
CCCC(C(=O)NC1CCCC1)N(CCCN1CCOCC1)C(=O)c1snc(C(N)=O)c1N (centres undefined)	0%	-5%	-3%	-4	1	.	2%
CCOP(=O)(C1=C(O)C(=O)C(C(C)(C)C)=CC1=O)c1ccccc1 (centres undefined)	-6%	?	?	7	-3	?	-2%
COCCNC(=O)c1c(N)n(/N=C/c2ccc(F)cc2)c2nc3ccccc3nc12	8%	-1%	-1%	-3	-2	?	1%
COc1ccc(NC(=O)C2CCN(c3nc(-c4ccc(OC)cc4)no3)CC2)cc1	9%	1%	-16%	14	-3	-4%	0%
Cc1cccc(N(C(=O)c2nsc(Cl)c2Cl)C(C(=O)NC2CCCC2)c2ccc(O)cc2)c1 (centres undefined)	9%	1%	-11%	8	-2	?	4%
COc1ccc(Nc2nnc(SCC(=O)NC(=O)Nc3ccc4c(c3)OCCO4)s2)cc1	15%	-11%	8%	41	15*	-15%	-1%
Cc1ccc(C(=O)NCc2cccnc2)o1	-11%	-3%	22%	-10	-2	?	3%
NS(=O)(=O)c1ccc(CCNC(=O)CN2CCN(c3ccc(F)cc3)CC2)cc1	4%	11%	?	-3	-3	?	-3%
COc1ccc(-c2nc(CS(=O)(=O)CC(=O)NCc3ccc(F)cc3)c(C)o2)cc1	-21%	3%	14%	-5	-1	7%	10%
CC1CC(C)CN(S(=O)(=O)c2ccc3c(c2)oc(=O)n3CC(=O)NCCCOC(C)C)C1 (centres undefined)	6%	-5%	?	-3	-2	20%	-2%
CCCCn1c(N)c(N(CC(C)C)C(=O)C2CC(=O)N(c3ccc4c(c3)OCCO4)C2)c(=O)[nH]c1=O (centres undefined)	-4%	1%	-29%	.	.	0%	.
O=c1ccc(S(=O)(=O)N2CCCC2)cn1Cc1nc(-c2ccccc2)no1	-8%	0%	-21%	.	.	?	.
Cc1cccc(OCC(=O)NNS(=O)(=O)c2ccccc2F)c1	2%	7%	4%	-9	-5	16%	0%
CCC(=O)N1CCc2cc(S(=O)(=O)NC(C(=O)NCc3ccc(C)cc3)C(C)C)ccc21 (centres undefined)	-16%	-1%	4%	-7	8	99%[activator]	-1%
O=C1c2ccccc2C(=O)N1Cc1cc(Cl)c(O)c([N+](=O)[O-])c1	-21%	10%	-7%	9	4	65%[activator]	1%
CCN(c1ccccc1)S(=O)(=O)c1nnc(NC(=O)C(C)C)s1	-13%	-3%	-6%	-2	-3	24%	-10%
Cc1c(C(=O)N2CCCC2)c(S(=O)(=O)NCCc2ccccc2)c(C)n1C	3%	-18%	9%	7	10	18%	-5%
COc1ccc(/C=N\N=C(N)N)cc1	-2%	1%	?	1	-2	7%	0%
O=C(CC1(O)C(=O)Nc2ccccc21)c1ccc2c(c1)OCO2 (centres undefined)	4%	1%	5%	-14	11	-18%	-15%
CCCc1nc2c(sc3nc4c(cc32)COC(C)(C)C4)c(=O)o1	-1%	1%	?	13	-1	?	0%
O=C(NNC(=O)c1ccccc1O)c1ccc(Cl)c(S(=O)(=O)N2CCc3ccccc32)c1	113%[activator]	2%	?	.	.	-4%	.
COc1c(C)cc(Br)cc1C(=O)Nc1ccccc1C	21%	3%	-20%	-17	-4	5%	1%
CN(C)CCNC(=O)c1ccc(Cl)s1	18%	2%	35%[activator]	32	-4	-18%	-3%
COc1ccc(N2Cc3cccc(C(=O)O)c3C2=O)cc1	-14%	-1%	.	43	19	33%[activator]	8%
New compounds follow:
SMILES	AMA1-RON2 inh	Tb PYK inh	Pf growth 48h	Shiga toxin inh	Cycloheximide cs	Pf growth 96h	LmPK inhibitor
OCC1CCCN(C(=S)NCCc2ccccc2)C1 (centres undefined)	2%	-13%	88%[activator]	36	33*	480%[activator]	-1%
CC(=O)N1CCN(Cc2nc3cc(NC(=O)c4ccccc4Cl)ccc3n2C)CC1	18%	2%	?	-3	-5	.	0%
O=C(CCNC(=O)c1ccc([N+](=O)[O-])cc1)Nc1cc(Cl)ccc1N1CCOCC1	-6%	7%	-17%	.	.	-19%	.
C=CCn1c(CNS(=O)(=O)c2ccc(Cl)cc2)n[nH]c1=S	84%[activator]	?	-28%	-4	1	1%	0%
Cc1ncoc1C(=O)N1CCc2c([nH]c3ccccc23)C1C(C)(C)C (centres undefined)	-9%	2%	?	10	2	?	3%
O=C(NCc1ccc(Cl)cc1)C1CCCN(S(=O)(=O)c2cnc[nH]2)C1 (centres undefined)	12%	-1%	.	3	10	?	-1%
C[C@@H]([C@@H](O)c1ccccc1)N(C)C(=O)C(N)Cc1ccccc1 (some centres undefined)	48%[activator]	2%	32%[activator]	-9	0	39%[activator]	-1%
O=C(OCc1cccc([N+](=O)[O-])c1)c1cnccn1	3%	2%	-3%	3	-4	18%	-1%
COc1ccc2cc(OCC(=O)NNC(=O)Nc3ccc(C(C)=O)cc3)ccc2c1	29%	-4%	-4%	48	21*	22%	-5%
